UBC13 inh – blocks human UBC13 polyubiquitin chain formation; TR-FRET; inhibition, % at 20 µM; 330,000 compounds, 0.47% hits; in the data active = inhibition above about 45%, passing the limit was not always enough
Target sequence (P61088 whole entry, looked up): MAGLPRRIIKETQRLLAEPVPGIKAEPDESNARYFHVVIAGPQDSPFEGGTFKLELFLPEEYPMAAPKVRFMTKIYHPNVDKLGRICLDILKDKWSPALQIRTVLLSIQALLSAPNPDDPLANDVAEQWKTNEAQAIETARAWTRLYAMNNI
APJ antag – blocks the human apelin receptor APJ. P35414. inhibition, % at 20 µM. CHO-K1 APJ beta-arrestin complementation, luminescence. 330,000 compounds, 0.32% hits;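 active = inhibition above about 40% at 20 µM, limit read from the data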;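 note: cells challenged with 10 nM apelin-13 agonist together with compound; plate controls were apelin-13 plus DMSO wells for no effect and DMSO wells lacking apelin-13 for full effect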
Target sequence (P35414 whole entry, looked up): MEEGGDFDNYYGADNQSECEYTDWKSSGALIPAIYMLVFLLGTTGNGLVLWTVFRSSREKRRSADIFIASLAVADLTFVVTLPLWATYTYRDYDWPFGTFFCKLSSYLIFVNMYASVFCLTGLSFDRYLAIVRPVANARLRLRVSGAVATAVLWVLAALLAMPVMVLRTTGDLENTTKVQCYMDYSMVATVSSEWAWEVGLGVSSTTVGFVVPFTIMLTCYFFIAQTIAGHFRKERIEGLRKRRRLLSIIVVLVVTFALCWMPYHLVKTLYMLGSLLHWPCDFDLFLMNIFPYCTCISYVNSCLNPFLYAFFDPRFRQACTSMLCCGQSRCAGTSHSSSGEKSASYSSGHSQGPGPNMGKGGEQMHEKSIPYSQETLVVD
Jurkat NFkB inh – inhibitors of the PMA/ionomycin-induced NF-kB reporter in Jurkat cells. inhibition, % at 4 µM. PMA/ionomycin-induced NF-kB luciferase reporter, luminescence. AID 435003. 330,000 compounds, 0.53% hits; in the data active = inhibition above about 50%
CCR6 antag – antagonists of human CCR6 receptor; P51684; 340,000 compounds, 0.49% hits; inhibition, % at 20 µM; CHO-K1 CCR6 PathHunter beta-arrestin, luminescence, CCL20-stimulated;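 active = compounds whose inhibition of the agonist-driven luminescence signal at 20 µM reaches about 50%, limit read from the data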;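 note: cells stimulated with CCL20 at 14 nM final; plate controls were DMSO with CCL20 for no effect and DMSO without agonist for full effect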
EBI2 block – blocks human EBI2 receptor beta-arrestin signaling; P32249; EBI2 beta-arrestin recruitment, luminescence, 7a,25-OHC stimulated; inhibition, % at 5 µM; 360,000 compounds, 0.81% hits; AID 651636; in the data active = inhibition above about 38%;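 note: enzyme fragment complementation signal reports receptor beta-arrestin coupling in cells; 0% = agonist plus DMSO wells and 100% = wells without agonist; some results beyond the cut were filed as inactive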
697 NFkB inh – lowers PMA/ionomycin-induced NF-kB signal in 697 B cells; 697 B-cell NF-kB luciferase reporter, 16 h; inhibition, % at 4 µM; 330,000 compounds, 0.33% hits; in the data active = inhibition above about 35%
Gli-Sufu block – Gli-Sufu pathway antagonism; inhibition, % at 5 µM; Sufu-KO-LIGHT fibroblasts, Gli luciferase reporter luminescence; 340,000 compounds, 0.74% hits;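 active = inhibition above about 55%, limit read from the data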;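 note: 0% = DMSO-treated cells and 100% = wells with medium but no cells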
CXCR6 block – inhibitors of human CXCR6 receptor. O00574. inhibition, % at 20 µM. 360,000 compounds, 0.36% hits. CHO-K1 PathHunter CXCR6 beta-arrestin, luminescence; in the data active = inhibition above about 34%, passing the limit was not always enough;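 note: antagonist mode with CXCL16 agonist at 10 nM final; 0% = 10 nM CXCL16 with DMSO and 100% = unstimulated wells without agonist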
Target sequence (O00574 whole entry, looked up): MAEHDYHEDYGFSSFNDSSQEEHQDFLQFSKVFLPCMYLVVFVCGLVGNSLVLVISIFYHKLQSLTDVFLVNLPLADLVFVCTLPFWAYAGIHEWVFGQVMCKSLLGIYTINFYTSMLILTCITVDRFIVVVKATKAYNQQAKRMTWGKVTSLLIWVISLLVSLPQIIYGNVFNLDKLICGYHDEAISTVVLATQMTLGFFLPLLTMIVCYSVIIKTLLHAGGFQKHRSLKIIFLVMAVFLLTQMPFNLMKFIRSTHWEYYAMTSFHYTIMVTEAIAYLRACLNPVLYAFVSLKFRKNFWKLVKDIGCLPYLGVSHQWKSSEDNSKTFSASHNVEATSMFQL
Numbers without * were called inactive; . = not tested or not shown.

1: C=CCNS(=O)(=O)c1ccc(OCC(=O)OCC)cc1
2: CCCOc1ccc(Cn2c(C)nc([N+](=O)[O-])c2SCC(O)COC)cc1[N+](=O)[O-] (stereo unspecified)
3: O=C(Oc1ccc(N(C(=O)c2ccncc2)S(=O)(=O)c2ccc(F)cc2)cc1)c1ccncc1
4: COc1ccc(C(=O)OC(COc2ccccc2)Cn2ccnc2)cc1 (stereo unspecified)
5: CCC(=O)Nc1ccc(S(=O)(=O)Nc2c(C)nc3nc[nH]n3c2=O)cc1
6: CCOC(=O)N1CCC(=NNc2nc(C)cc(=O)[nH]2)CC1
7: COc1ccc(/C=C2\SC(=S)N(CCCC(=O)Nc3cccc(C(=O)O)c3)C2=O)cc1OC
8: CC(=O)c1cccc(NC(=O)C2CC(=O)N(CCc3ccccc3)C2)c1 (stereo unspecified)
9: O=C(c1cc(-c2cccs2)nc2ccccc12)N1CCN(c2ccccc2O)CC1
10: Cc1occc1C(=O)Nc1cccc(S(=O)(=O)N2CCOCC2)c1

screen / no. | 1 | 2 | 3 | 4 | 5 | 6 | 7 | 8 | 9 | 10
UBC13 inh | -2 | 8 | 23 | 10 | -2 | 0 | -12 | -14 | -4 | 1
APJ antag | 12 | 1 | -3 | 2 | 26 | -33 | 7 | 15 | -6 | -4
Jurkat NFkB inh | -16 | -15 | 0 | -12 | 3 | -11 | 4 | 3 | 0 | 2
CCR6 antag | 7 | 15 | 1 | 6 | 3 | 1 | 17 | 9 | -15 | -7
EBI2 block | -4 | -7 | -7 | 2 | -9 | -3 | -4 | 2 | -5 | 1
697 NFkB inh | 4 | 3 | 12 | 15 | 9 | 18 | 8 | -7 | -7 | -1
Gli-Sufu block | 3 | -2 | 7 | -4 | 24 | 1 | 8 | 2 | -10 | -1
CXCR6 block | 6 | 8 | 6 | 7 | 4 | 4 | 14 | 3 | 4 | 0

11: CSc1sc(C)cc1C1C(C#N)=C(N)N(c2cccnc2)C2=C1C(=O)CC(C)(C)C2 (stereo unspecified)
12: COc1c2c(cc3oc(=O)ccc13)OC(C)(C)C=C2
13: Cc1ccc(C)c(C(=O)COC(=O)CN2C(=O)C3C4CCC(C4)C3C2=O)c1 (stereo unspecified)
14: CC1CCN(C(=O)c2ncn(Cc3ccccc3)c2C(=O)N2CCC(C)CC2)CC1
15: CCn1c(=O)cc(O)c2ccccc21
16: O=C1CSC(=S)N1N=Cc1cccc2ccccc12
17: COCc1cc(=O)n2[nH]c(C(F)(F)F)nc2n1
18: CC(=O)N1N=C(c2cccs2)CC1c1ccc(Br)cc1 (stereo unspecified)
19: COc1ccc(-c2[nH]ncc2CN2CCC(c3ccncc3)CC2)cc1F
20: Cc1ccc(-c2nc(NCCCO)c3ccccc3n2)cc1

screen / no. | 11 | 12 | 13 | 14 | 15 | 16 | 17 | 18 | 19 | 20
UBC13 inh | -2 | -4 | 3 | 5 | 3 | . | 6 | -1 | -8 | -4
APJ antag | -2 | 0 | -5 | 9 | 5 | . | 3 | 10 | -9 | 12
Jurkat NFkB inh | 10 | -18 | -1 | -3 | 7 | . | -9 | -15 | 10 | -11
CCR6 antag | 20 | 18 | 13 | 3 | 13 | 17 | -2 | 9 | 10 | -13
EBI2 block | -3 | 5 | -2 | -8 | -2 | -10 | -2 | 8 | 5 | 8
697 NFkB inh | 2 | -9 | 14 | 15 | 16 | . | 10 | -29 | 13 | -5
Gli-Sufu block | 3 | -22 | 15 | 4 | 0 | -3 | -9 | -18 | 2 | 1
CXCR6 block | -3 | -6 | -13 | -4 | 0 | -5 | -3 | 4 | -6 | 1

21: O=S(=O)(Nc1nc2ccccc2nc1Cl)c1cccc(C(F)(F)F)c1
22: O=C(c1ccc(F)cc1)c1ccc(OCC(=O)N2CCOCC2)cc1
23: CC12CN3CC(C)(CN(C1)C3c1ccc([N+](=O)[O-])o1)C2=O (stereo unspecified)
24: COc1cccc(OC)c1OCC(O)CN1CCN(c2ccccc2F)CC1 (stereo unspecified)
25: CSc1nc(Cl)c(Cc2ccc(OCC(C)C)cc2)c(N2CCOCC2)n1
26: Cc1cc(N2CCOCC2)nc2ccc(NC(=O)CCC(=O)N3CCN(c4cccc(C(F)(F)F)c4)CC3)cc12
27: COc1ccc(CCN(C)S(=O)(=O)c2ccc(Cl)nc2)cc1OC
28: C=C/C(C)=C/CC1C(=C)CCC2C(C)(C(=O)O)CCCC12C (stereo unspecified)
29: O=C(Cc1cccs1)Nc1cccc(-c2nc3ccccc3[nH]2)c1
30: Cn1c(C(=O)N2CCCC(C(=O)NCc3ccc4c(c3)OCO4)C2)cc2sccc21 (stereo unspecified)

screen / no. | 21 | 22 | 23 | 24 | 25 | 26 | 27 | 28 | 29 | 30
UBC13 inh | -6 | -14 | -5 | 8 | 9 | 3 | 7 | -22 | 2 | 2
APJ antag | 15 | 7 | -11 | 5 | 11 | -42 | -7 | -12 | -8 | -1
Jurkat NFkB inh | -9 | -12 | 8 | 6 | 22 | -13 | -6 | 3 | -10 | 0
CCR6 antag | -8 | 4 | -4 | 11 | 27 | -17 | -6 | 6 | 5 | 3
EBI2 block | 5 | 9 | -11 | 0 | -4 | -3 | -7 | -2 | 9 | 13
697 NFkB inh | -6 | -1 | 3 | -5 | -3 | -60 | 5 | 17 | -7 | -9
Gli-Sufu block | -2 | -8 | -3 | -2 | 20 | 4 | 20 | 0 | -11 | 4
CXCR6 block | 2 | 9 | -5 | -1 | 5 | -17 | 1 | -2 | -1 | 0

Quoted from above, nos. 21 to 25
21: O=S(=O)(Nc1nc2ccccc2nc1Cl)c1cccc(C(F)(F)F)c1
22: O=C(c1ccc(F)cc1)c1ccc(OCC(=O)N2CCOCC2)cc1
23: CC12CN3CC(C)(CN(C1)C3c1ccc([N+](=O)[O-])o1)C2=O (stereo unspecified)
24: COc1cccc(OC)c1OCC(O)CN1CCN(c2ccccc2F)CC1 (stereo unspecified)
25: CSc1nc(Cl)c(Cc2ccc(OCC(C)C)cc2)c(N2CCOCC2)n1

screen / no. | 21 | 22 | 23 | 24 | 25
UBC13 inh | -6 | -14 | -5 | 8 | 9
APJ antag | 15 | 7 | -11 | 5 | 11
Jurkat NFkB inh | -9 | -12 | 8 | 6 | 22
CCR6 antag | -8 | 4 | -4 | 11 | 27
EBI2 block | 5 | 9 | -11 | 0 | -4
697 NFkB inh | -6 | -1 | 3 | -5 | -3
Gli-Sufu block | -2 | -8 | -3 | -2 | 20
CXCR6 block | 2 | 9 | -5 | -1 | 5

Following part.
31: Cc1cc(C)n2c(SCC(=O)NC3CCCC(C)C3C)nnc2n1 (stereo unspecified)
32: CC1(C)CC(N=Cc2c(O)n(Cc3ccc4c(c3)OCO4)c(=O)c3ccccc23)CC(C)(C)N1
33: CCOC(=O)NC(=O)CSc1ccc(C)cc1C
34: Cc1c(C(=O)O)cccc1-c1ccc(/C=C2\SC(=O)NC2=O)o1
35: C/C(CC(=O)Nc1ccc(N(C)C)cc1)=N\NC(=O)c1ccccc1F
36: CCOc1cc(/C=N/NC(=O)CCCC(=O)NC2CCCCC2)ccc1O
37: COCc1cc(C)nc(SCc2nc3ccccc3c(=O)[nH]2)c1C#N
38: O=C1C2CC=CCC2C(=O)N1c1ccc(NCCc2ccc(Cl)cc2)c([N+](=O)[O-])c1 (stereo unspecified)
39: COc1ccccc1Nc1ncnc2c1oc1ccccc12
40: CCn1c2ccccc2c2cc(/C=C(/C#N)C(N)=S)ccc21

screen / no. | 31 | 32 | 33 | 34 | 35 | 36 | 37 | 38 | 39 | 40
UBC13 inh | -2 | 7 | 1 | -21 | -2 | 5 | 6 | -8 | 6 | .
APJ antag | 0 | -22 | -14 | 5 | 20 | -3 | 7 | 13 | 26 | .
Jurkat NFkB inh | 11 | 14 | 7 | 2 | 4 | 16 | 0 | -16 | -57 | .
CCR6 antag | 12 | 11 | 12 | 9 | -3 | 11 | 12 | 23 | 5 | 29
EBI2 block | -2 | -1 | 0 | -6 | -1 | -6 | -2 | 10 | 10 | 8
697 NFkB inh | 11 | 17 | 24 | -19 | 2 | 17 | 28 | -18 | -55 | .
Gli-Sufu block | 3 | 9 | 3 | 2 | 1 | 0 | -8 | 12 | 18 | -1
CXCR6 block | -17 | 2 | -10 | 4 | 5 | 1 | -5 | 14 | 5 | 27

41: NC(=O)c1ccc(N2CCCCC2)c(N2C(=O)C3CC=CCC3C2=O)c1 (stereo unspecified)
42: CCOC(=O)CC(NC(=O)c1cccs1)c1ccc(C)cc1 (stereo unspecified)
43: CC(C)(C)NC(=O)NC(=O)CN1CCN(S(=O)(=O)c2ccc3c(c2)OCCO3)CC1
44: Nc1c(Cl)cc(C2=NCCn3nc4ccccc4c32)cc1Cl
45: CS(=O)(=O)c1cccc(-c2csc(N3CCC(C(N)=O)CC3)n2)c1
46: CN(C)CCn1c(=S)[nH]c2ncccc2c1=O
47: COc1ccc(CNC(=O)C(=O)NCC2OCCN2S(=O)(=O)c2ccc(OC)cc2)cc1 (stereo unspecified)
48: Cc1ccc(S(=O)(=O)NCC(=O)OCC(=O)NC2CCCCC2)cc1
49: CCc1ccc(C(=O)COC(=O)c2ccco2)cc1
50: CCOC(=O)c1c(NC(=O)CN2CCN(C(=O)c3ccco3)CC2)sc(C)c1C

screen / no. | 41 | 42 | 43 | 44 | 45 | 46 | 47 | 48 | 49 | 50
UBC13 inh | -10 | 0 | 12 | 11 | 16 | -8 | -2 | 4 | 9 | 4
APJ antag | -7 | 5 | 1 | -17 | 13 | 1 | -2 | 2 | 14 | 13
Jurkat NFkB inh | -1 | -19 | 15 | 11 | -6 | -5 | 1 | 0 | -6 | 6
CCR6 antag | 12 | 11 | 2 | -2 | -4 | -3 | 7 | 1 | 2 | 15
EBI2 block | 6 | -16 | -2 | 17 | 7 | 1 | 2 | -32 | -2 | 9
697 NFkB inh | 8 | -8 | 20 | -33 | -121 | -17 | 1 | 11 | 11 | -10
Gli-Sufu block | 53 | 5 | 2 | 7 | -66 | 1 | 8 | 4 | 3 | 16
CXCR6 block | -4 | 4 | -1 | 5 | -2 | 5 | 4 | -10 | 9 | -6

51: COC(=O)C1CCN(c2cc(Cl)nc(N)n2)CC1
52: CCOc1ccccc1Nc1cc(C)nc2ccc(C)cc12
53: COc1ccccc1NC(=O)COc1ccc(C(=O)NCc2ccccc2)cc1OC
54: Cc1cc(OC(=O)c2ccc(C(C)(C)C)cc2)c([N+](=O)[O-])c(=O)[nH]1
55: COc1ccc(C2C=C(c3ccc(C)cc3)Nc3ncnn32)cc1 (stereo unspecified)
56: COc1cc(NC(=O)COC(=O)CNC(=O)c2ccc(Cl)cc2)c(C)cc1[N+](=O)[O-]
57: COc1ccc(N(CC(=O)NC2CCCC2)C(=O)Cn2nnc(-c3ccc(C)cc3)n2)cc1
58: Cc1cccc(C)c1NS(=O)(=O)c1ccc(-c2cnc(C3CC3)o2)cc1
59: CC(C(=O)Nc1ccc(Cl)cc1)c1ncc(C(F)(F)F)cc1Cl (stereo unspecified)
60: COc1ccc(CC(=O)OCC(=O)Nc2cccc(Br)c2)cc1
61: CCC(OC(=O)C1=Cc2ccccc2OC1)C(=O)NCc1ccco1 (stereo unspecified)
62: Cc1ccn2cc(CCNC(=O)CC(C)(C)C)nc2c1

screen / no. | 51 | 52 | 53 | 54 | 55 | 56 | 57 | 58 | 59 | 60 | 61 | 62
UBC13 inh | 18 | -10 | 70* | 3 | . | -1 | 17 | 5 | -17 | 5 | -4 | 0
APJ antag | 2 | 7 | -7 | 17 | . | 8 | -1 | 3 | -2 | -6 | 17 | -8
Jurkat NFkB inh | 12 | 50 | 9 | 15 | . | 10 | -3 | 59* | -15 | -12 | 9 | -21
CCR6 antag | 0 | 9 | 4 | 4 | 18 | 6 | -12 | 19 | -29 | 0 | 0 | 9
EBI2 block | 3 | 7 | 20 | -24 | 32 | -1 | 5 | 10 | 10 | -5 | -5 | 0
697 NFkB inh | 21 | -28 | 11 | 9 | . | 4 | 12 | -248 | -15 | -2 | 3 | -14
Gli-Sufu block | 1 | 17 | 2 | 16 | 8 | 20 | 18 | 57* | 5 | -14 | -3 | 8
CXCR6 block | -2 | 6 | -7 | -5 | -2 | 4 | 6 | -4 | -1 | -9 | 12 | -2
